Assay outcomes as filed in PubChem.
KAT2A inh – blocks human GCN5L2 histone acetyltransferase | Q92830 | GCN5L2 HAT assay, ThioGlo1 CoA-SH fluorescence | Potency, µM (top dose mostly 58.9 µM), without a hit: at the highest dose activity change, negative = inhibition, actives largely listed as inhibitors | 0.21% of 390,000 active | AID 504327
Target sequence (Q92830 whole entry, looked up): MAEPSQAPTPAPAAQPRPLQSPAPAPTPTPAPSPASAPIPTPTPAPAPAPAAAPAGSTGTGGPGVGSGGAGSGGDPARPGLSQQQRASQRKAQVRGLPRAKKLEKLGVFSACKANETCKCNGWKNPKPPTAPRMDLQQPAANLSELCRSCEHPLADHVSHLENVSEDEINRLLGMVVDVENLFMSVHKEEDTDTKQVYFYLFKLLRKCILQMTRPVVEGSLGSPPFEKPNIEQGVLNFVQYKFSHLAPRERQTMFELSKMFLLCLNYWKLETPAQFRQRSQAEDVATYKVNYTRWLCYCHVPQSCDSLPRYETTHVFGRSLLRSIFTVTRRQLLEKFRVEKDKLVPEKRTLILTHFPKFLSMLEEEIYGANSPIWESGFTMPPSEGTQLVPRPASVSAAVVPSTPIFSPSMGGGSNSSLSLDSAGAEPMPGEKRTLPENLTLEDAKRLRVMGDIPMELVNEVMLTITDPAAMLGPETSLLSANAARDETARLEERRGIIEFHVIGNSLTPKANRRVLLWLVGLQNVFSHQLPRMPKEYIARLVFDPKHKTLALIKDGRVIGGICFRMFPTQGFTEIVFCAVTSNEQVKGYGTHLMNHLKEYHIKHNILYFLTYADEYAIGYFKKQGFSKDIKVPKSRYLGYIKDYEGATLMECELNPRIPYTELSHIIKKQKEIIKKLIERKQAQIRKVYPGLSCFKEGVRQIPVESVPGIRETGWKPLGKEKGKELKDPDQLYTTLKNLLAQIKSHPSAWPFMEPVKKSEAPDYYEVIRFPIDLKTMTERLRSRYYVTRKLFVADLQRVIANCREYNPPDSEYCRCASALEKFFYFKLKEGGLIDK
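Compounds, pin-transferred from DMSO stocks, meet 20nM GCN5L2 for 15 min before the reaction begins with H3(1-25) peptide (75uM) and acetyl-CoA (70uM). Thiol-reactive ThioGlo1 reports CoA release over 20 min at room temperature.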
FEN1 inh – human FEN1 inhibition | P39748 | Recombinant FEN1 flap cleavage, fluorescence, 15 min | 0.35% of 390,000 active | Potency, µM (highest dose often 114 µM), for inactives: at the highest dose activity change, negative = inhibition, actives largely listed as inhibitors; note: nearly all actives have a fitted effect of over 65% in size
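Compounds are tested as a concentration series against 10 nM FEN1; after a 15 min room-temperature preincubation, 50 nM substrate starts cleavage, with plate reads at 0 and 15 min. Normalized responses are fitted by a Hill equation.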
N370S GC mod – N370S glucocerebrosidase modulation, Gaucher chaperone candidate; 0.092% of 330,000 active; Potency, µM (top dose mostly 59.4 µM), without a hit: top-dose activity change, negative = inhibition, actives largely listed as inhibitors; N370S GC spleen homogenate, 4MU-glucoside fluorescence; P04062;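 note: 0% = full enzyme activity and -100% = no enzyme basal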
Numbers without * were called inactive; ? = inconclusive; · = not tested or not shown; & = joins results of further samples; [ ] = remark or other dose. Calls come from the whole dose curve; as a rule, active = well fitted curve in the direction sought with a large enough effect; inconclusive = small, poorly fitted or top-dose-only effect, or another doubt; inactive = no such curve, though single readings can be large; an effect the other way counts as inactive or inconclusive. Unless noted, % is set by controls: 0 for no effect and ±100 for the full control effect; potency is the fitted concentration of half-maximal effect.

SMILES	KAT2A inh	FEN1 inh	N370S GC mod
CCC(C)NC(=O)CCCc1nnc2n(CC(C)C)c(=O)c3sccc3n12 (stereo not given)	2.6%	-6.2%	·
CCn1cc(C(=O)N2CCN(c3ccccc3)CC2)c(=O)c2cc(S(=O)(=O)N(C)C3CCCCC3)ccc21	-2.4%	17.0%	·
C=CCn1c(CCC(=O)Nc2ccc(C)c(Cl)c2)nnc1SCC(=O)Nc1ccccc1C	-13.4%	-0.1%	?
O=[N+]([O-])c1ccc2cn[nH]c2c1	2.1%&-10.5%	-2.5%	5.0%&-9.4%
CC(=O)CC(=O)Nc1ccc(C(N)=O)cc1	-4.4%	-0.8%	7.0%
COC(=O)c1scc(-c2ccc(C)cc2)c1S(=O)(=O)Nc1cccc(C(F)(F)F)c1	34.0%[activator]	-16.4%	·
COc1ccc(-n2c(CCc3ccccc3)nnc2SCC(=O)NCc2ccccc2)cc1	-0.4%	-11.3%	·
Cc1ccc(C(=O)NC(=S)Nc2ccccc2C(F)(F)F)cc1C	-7.8%	-20.7%	?
CN1C(=O)/C(=N/OC(=O)c2ccccc2Br)c2ccccc21	-3.3%	-17.5%	6.6%
COc1ccccc1CNC(=O)N/C=C/c1ccc(Cl)cc1	-8.6%	1.4%	-4.0%
CN(c1cccc(NC(=O)c2ccc(C(C)(C)C)cc2)c1)S(C)(=O)=O	-25.3%	-15.9%	-20.8%
C=CCN1C(=O)C(Cc2ccccc2Cl)SC1=Nc1ccc(C(=O)O)cc1 (stereo not given)	1.1%	-12.2%	2.6%
C[C@H](NC(=O)NCc1ccc(F)cc1)C(=O)O	-1.2%	-1.1%	?
CCOc1ccc(C(=O)NC2CC(C)(C)NC(C)(C)C2)cc1	-2.4%	23.2%	-2.2%
Cc1cc(C(=O)Nc2c(C)n(C)n(-c3ccccc3)c2=O)c2ccccc2n1	-0.8%	-7.2%	-10.3%
Cc1ccc(C2C=C(c3ccc(Cl)cc3)Nc3nc(NS(=O)(=O)c4ccccc4)nn32)cc1 (stereo not given)	-22.2%	-12.0%	·
Cn1cc(CN2CCCC(C(=O)Nc3ccc(-c4cccc(F)c4)cc3)C2)cn1 (stereo not given)	-21.5%	-0.8%	-25.6%
CCC(CC)n1[nH]c(=O)cc1N	-1.5%	-0.7%	-0.5%
COc1ccc(OCC(=O)NNC(=O)c2cccs2)cc1	-15.6%	8.5%	0.1%
CC(C)C(=O)NC(c1ccccc1)c1cc([N+](=O)[O-])c2cccnc2c1O (stereo not given)	-6.4%	-10.4%	-1.7%
CN(c1ccc(OCC(=O)O)cc1)S(=O)(=O)c1ccc2ccccc2c1	25.5%	-0.6%	-12.7%
COc1ccc(-n2nc3cc(C)c(NC(C)=O)cc3n2)cc1	-8.9%	0.2%	9.3%
CCCCNC(=S)N(C)N=C1CCC(c2ccccc2)CC1 (stereo not given)	-6.1%	3.3%	-4.3%
Cn1c(=O)c2ncn(CC(=O)O)c2n(C)c1=O	-3.7%	20.8%	6.0%

Brought forward from above: 4 compounds; new compounds follow.
SMILES	KAT2A inh	FEN1 inh	N370S GC mod
CN(c1ccc(OCC(=O)O)cc1)S(=O)(=O)c1ccc2ccccc2c1	25.5%	-0.6%	-12.7%
COc1ccc(-n2nc3cc(C)c(NC(C)=O)cc3n2)cc1	-8.9%	0.2%	9.3%
CCCCNC(=S)N(C)N=C1CCC(c2ccccc2)CC1 (stereo not given)	-6.1%	3.3%	-4.3%
Cn1c(=O)c2ncn(CC(=O)O)c2n(C)c1=O	-3.7%	20.8%	6.0%
Cc1cc(=O)n2cccc(O)c2n1	-6.2%	1.4%	?
CC(=O)ON1C(C)(C)Cc2noc(N)c2C1(C)C	-23.1%	-7.9%	-4.9%
CCCCNc1nc(N)ncc1[N+](=O)[O-]	-4.1%	-11.3%	-6.7%
O=C(c1cccc(F)c1)N1CCC2(CC1)CN(C(c1ccccc1)c1ccccc1)C2	-11.7%	·	-1.4%
COc1ccc(OC)c(NC(=O)C2Cc3ccccc3CN2S(=O)(=O)c2ccc(F)cc2)c1 (stereo not given)	-9.8%	8.2%	·
CCOc1ccc(-n2cc(-c3ccccc3)c3c(NCc4ccc(F)cc4)ncnc32)cc1	-1.8%	-7.2%	·
Cc1c(C(=O)N2CCOCC2)c(S(=O)(=O)Nc2ccccc2)c(C)n1C	-1.7%	-4.7%	-1.3%
O=C(Nc1ccccc1Cl)C1CCCN(S(=O)(=O)c2ccc(-n3cnnn3)cc2)C1 (stereo not given)	-5.4%	4.1%	-6.4%
COc1ccc(C)cc1Cn1c(S(C)(=O)=O)nc2ccccc21	-14.5%	-0.3%	9.6%
CC1CCN(C(=O)COc2ccccc2F)CC1	-3.1%	-10.6%	18.2%
COc1ccc(CCN2CCCC(CN(C)C(=O)c3cc(C)oc3C)C2)cc1 (stereo not given)	2.9%	-3.1%	-0.8%
O=C(c1ccc(S(=O)(=O)Nc2ccc(F)cc2)cc1)N1CCN(C(=O)c2ccco2)CC1	-3.2%	-0.6%	0.1%

A different layout for 2 compounds above.
CCC(CC)n1[nH]c(=O)cc1N
- KAT2A inh = -1.5%
- FEN1 inh = -0.7%
- N370S GC mod = -0.5%
COc1ccc(OCC(=O)NNC(=O)c2cccs2)cc1
- KAT2A inh = -15.6%
- FEN1 inh = 8.5%
- N370S GC mod = 0.1%

(more compounds)
SMILES	KAT2A inh	FEN1 inh	N370S GC mod
Cc1ccccc1C(=O)Nc1ccccc1Sc1ccccc1	-5.6%	-4.8%	8.8%
Nc1nc(SCC(=O)Nc2ccc(C(F)(F)F)cc2)[nH]c(=O)c1NC(=O)c1ccc(F)c(F)c1	-5.5%	-1.0%	-1.0%
COc1cc(/C=C(\C#N)C(=O)NCC2CCCO2)ccc1OCC(N)=O (stereo not given)	0.0%	-5.2%	1.5%
CC(C)(C)c1ccc(C(=O)NCC(=O)OCC(=O)Nc2ccccc2[N+](=O)[O-])cc1	-4.0%	-18.9%	8.0%
CCN(CC)CCCNC(=O)CSc1nc(-c2ccc(OC)cc2)cc(C(F)(F)F)n1	-5.6%	-4.3%	·
CS(=O)(=O)N1Cc2ccccc2CC1C(=O)OCC(=O)Nc1ccc2ccccc2c1 (stereo not given)	-24.8%	-8.9%	?
COc1cccc(C2C(C#N)=C(N)N(c3ncn[nH]3)C3=C2C(=O)CCC3)c1 (stereo not given)	-2.6%	-3.0%	-14.1%
CC(C)CN(CCNC(=O)CCN1N=C(c2ccccc2)CCC1=O)CC(C)C	0.3%	-9.0%	·
CCc1cccc(C)c1NC(=S)N1CCCCC1c1cccnc1 (stereo not given)	2.9%	0.0%	0.4%
COc1ccccc1C(=O)Nc1ccc(-c2nc3ccccc3s2)c(C)c1	-4.5%	16.1%	·
O=C(Cc1ccc(Br)cc1)Nc1ccccc1N1CCCC1	-16.2%	-4.6%	8.4%
COc1cc(NC(=O)C/C(C)=N/NC(=O)c2ccccn2)c(OC)cc1Cl	-3.3%	-9.3%	-8.8%
COC(=O)c1c(-c2ccc(OC)cc2)sc2cc(OC)c(OC)cc12	?	?	·
Cc1ccc(C(=O)NNC(=O)C2CCN(Cc3ccc(Cl)c(Cl)c3)CC2)cc1	-0.2%	8.0%	-2.6%
c1cn2cc(-c3ccc4c(c3)OCO4)nc2s1	-3.4%	-14.9%	3.3%
CCOC(=O)c1ccccc1NC(=O)c1c2c(nc3ccccc13)C(=O)N(C1CCCCC1)C2	-8.7%	5.4%	·
Cc1ccccc1NC(=O)/C=C/c1cccc(C(F)(F)F)c1	-4.6%	-0.9%	-1.8%
NS(=O)(=O)c1cccc(NC(=O)COC(=O)CCc2ccccc2)c1	-3.2%	-2.6%	-4.9%
COc1ccc(CN2CCCC2C(=O)Nc2ccc(OC)c(OC)c2)cc1OC (stereo not given)	-5.6%	-1.6%	-6.3%
CC(C)N(C(=O)[C@H]1C[C@H](CC(=O)NCc2ccco2)C(=O)N2CCc3c([nH]c4cc(-c5ccco5)ccc34)[C@]12C)C(C)C	-7.1%	?	·
NC(=O)C1CCN(C(=O)CCCCCn2c(=O)[nH]c3ccsc3c2=O)CC1	-4.8%	-12.0%	2.0%
O=C(CCCC(=O)c1ccccc1)Nc1ccc(F)cc1	-17.7%	0.1%	-0.5%
COC(CNC(=O)C1CCCN(S(=O)(=O)c2c(C)noc2/C=C/c2cccs2)C1)OC (stereo not given)	-3.8%	-6.0%	-16.7%
Cc1ccc(C(=O)NNC(=O)c2ccncc2)cc1[N+](=O)[O-]	-5.9%	-0.6%	·

Laid out differently: results already given.
Cc1ccc(C(=O)NNC(=O)C2CCN(Cc3ccc(Cl)c(Cl)c3)CC2)cc1
  KAT2A inh = -0.2%
  FEN1 inh = 8.0%
  N370S GC mod = -2.6%
c1cn2cc(-c3ccc4c(c3)OCO4)nc2s1
  KAT2A inh = -3.4%
  FEN1 inh = -14.9%
  N370S GC mod = 3.3%
CCOC(=O)c1ccccc1NC(=O)c1c2c(nc3ccccc13)C(=O)N(C1CCCCC1)C2
  KAT2A inh = -8.7%
  FEN1 inh = 5.4%
  N370S GC mod = ·
Cc1ccccc1NC(=O)/C=C/c1cccc(C(F)(F)F)c1
  KAT2A inh = -4.6%
  FEN1 inh = -0.9%
  N370S GC mod = -1.8%

Going on with the list:
SMILES	KAT2A inh	FEN1 inh	N370S GC mod
CCCCNc1c(-c2ccc(OC)c(SC3CCCCC3)c2)nc2cc(C)ccn12	?	?	-8.3%
COc1ccc(CNCCCSc2ncccn2)cc1OC	0.2%	6.8%	1.5%
CCOc1ccc2nc(Cl)c(C3CC(c4ccco4)=NN3S(=O)(=O)c3ccccc3)cc2c1 (stereo not given)	-9.7%	-6.0%	10.7%
CS(=O)(=O)N(CC(=O)NCCSCc1c(F)cccc1Cl)c1ccc2c(c1)OCO2	-24.7%	3.6%	6.4%
COc1ccccc1NC(=O)Nc1ccc2c(c1)CCC2	?	-2.1%	-3.6%
CCOC(=O)CCc1c(C)n(CC)c2cc(-c3ccccc3OC)nn2c1=O	0.0%	-6.2%	6.4%
CCOc1cc(/C=C/c2cccc[n+]2C)ccc1OCC(=O)Nc1ccc(C)cc1	-4.6%	-5.3%	-3.2%
CCn1c(SCC(=O)Nc2nc3ccccc3s2)nnc1-c1ccc(Br)cc1	-9.0%	0.2%	·
CC1CCN(S(=O)(=O)c2cccc(C(=O)NCc3ccco3)c2)CC1	0.7%	12.5%	6.7%
O=C(CN(C(=O)c1csnn1)c1ccccc1)NCc1ccc2c(c1)OCO2	-8.4%	2.8%	-1.4%
CCN(CC)CCNCc1ccc(Br)cc1OCC(=O)NCc1ccccc1	-2.6%	-1.4%	-0.9%
COc1cc2ccccc2cc1C(=O)NCC(c1cccs1)N(C)C (stereo not given)	-13.2%	-10.2%	11.7%
Cc1cccc(-n2ncc3c2CCCC3NC(=O)Cn2cccn2)c1C (stereo not given)	-19.2%	-5.8%	3.4%
CCOC(=O)c1oc2ccc(OC)cc2c1NC(=O)CN1CCN(C)CC1	-5.6%	13.5%	-0.7%
COc1ccc(-c2nc3cc(C)ccn3c2NC(=O)c2ccccc2OC)cc1	-0.1%	17.5%	7.0%
[S-]c1nnc(-c2ccc(Br)cc2)n1-c1ccccc1.[Zn+2]	-1.8%	1.3%	0.9%
CC(=O)Nc1cccc(NC(=O)C(=O)NCCc2csc3nc(-c4ccccc4F)nn23)c1	0.3%	-2.1%	·
COc1ccc(NC(=O)C2=C(C)Nc3ncnn3C2c2ccc(C)o2)cc1 (stereo not given)	-4.7%	3.1%	·

Three entries out of the list above, arranged by their value in N370S GC mod, smallest number first.
Structure	KAT2A inh	N370S GC mod
O=C(Nc1ccccc1Cl)C1CCCN(S(=O)(=O)c2ccc(-n3cnnn3)cc2)C1 (stereo not given)	-5.4%	-6.4%
COc1ccc(CN2CCCC2C(=O)Nc2ccc(OC)c(OC)c2)cc1OC (stereo not given)	-5.6%	-6.3%
CCOc1ccc(C(=O)NC2CC(C)(C)NC(C)(C)C2)cc1	-2.4%	-2.2%

An excerpt. The share of hits here may be higher or lower than overall.
